# Bioassay records as filed in PubChem BioAssay.
# GPR7 antagonist: blocks human GPR7 receptor signaling; P48145; GPR7-expressing cells, fluorescence antagonist assay; inhibition, % at 4.4 µM; 1.1% of 290,000 active; AID 1861; in the data active means inhibition above about 16%, passing the limit was not always enough;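 further: cells stimulated with the agonist NPW; 0% = agonist with vehicle and 100% = vehicle without agonist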
# IMP-1 inh: inhibitors of Pseudomonas aeruginosa IMP-1 metallo-beta-lactamase. AID 1556. 0.45% of 290,000 active. inhibition, % at 5.6 µM. purified IMP-1, nitrocefin hydrolysis, epi-absorbance fluorescence;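 active means inhibition above the mean plus 3 SD of all compounds in the same screening run, cut at about 4.5% in these data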;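 further: 0% = IMP-1 with DMSO and 100% = DMSO wells lacking enzyme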
#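 System: purified IMP-1; amount: IMP-1 0.2 nM before substrate addition; compound: single dose, 5.6 µM; times: 25 °C, 15 min preincubation, 25 min reaction; signal: Epi-absorbance via hydrolysed-nitrocefin quenching of white-plate fluorescence, 480/530 nm, EDTA stop; benchmarks: DMSO with and without IMP-1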
# VIM-2 inh: inhibitors of Pseudomonas aeruginosa VIM-2 metallo-beta-lactamase | purified VIM-2, nitrocefin hydrolysis, epi-absorbance fluorescence | inhibition, % at 5.6 µM | 0.89% of 290,000 active | AID 1527;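 active means inhibition above the mean of all tested compounds plus 3 SD, cutoff set per screening run, cut at about 7.5% in these data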;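 further: red hydrolysis product quenches plate fluorescence so inhibitors raise well fluorescence; 0% = enzyme with DMSO and 100% = DMSO without enzyme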
# IDE act: boosts human insulin-degrading enzyme activity in HEK cells. FAbeta-B cleavage, fluorescence polarization; 0% vehicle, 100% cell-free pure enzyme wells. 0.073% of 340,000 active. P14735. activation, % at 5.96 µM;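 active means activation above the mean of all tested compounds plus 3 SD, set per screening campaign, cut at about 17% in these data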
# NALP1 inh: NALP1 inhibition; S. cerevisiae NALP1/ASC/caspase-1 growth, X-gal OD620, 72 h; 0.61% of 280,000 active; inhibition, % at 10 µM; in the data active means inhibition mostly above about 24%, no sharp cut-off; inactive means mostly below about 32%; further: some compounds called inactive have numbers as strong as hits
# PHOSPHO1 block: PHOSPHO1 (human) inhibition. 1.1% of 290,000 active. Q8TCT1. recombinant PHOSPHO1, absorbance phosphatase assay. inhibition, % at 13.3 µM; in the data active means inhibition above about 60%
# IDE inh: inhibits human insulin-degrading enzyme in HEK cells; P14735; 0.41% of 320,000 active; inhibition, % at 5.59 µM; FAbetaB cleavage, fluorescence polarization; AID 434962;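 active means percent inhibition above the average of all tested compounds plus 3 SD, set per screening campaign, cut at about 16% in these data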;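 further: IDE supplied by intact live HEK cells; FP after avidin binding of uncleaved biotin substrate so inhibition keeps polarization high; 0% = DMSO wells and 100% = 60 µM reference IDE inhibitor Ii1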
# pCIP destab: lowers stability of the mouse p/CIP coactivator protein; F442A p/CIP-EGFP cells, EGFP fluorescence, 16 h; Q05BA5; 0.01% of 290,000 active; decrease of EGFP signal, % at 10 µM;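 active means EGFP signal decrease of at least 30% at 10 µM or well 3 SD below plate mean, unless failing retest; inactive means the rest, including hits failing retest or dose response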; further: some compounds called inactive have numbers as strong as hits; many of its hits are not listed in these tables
# Target sequence (Q05BA5 1-1403): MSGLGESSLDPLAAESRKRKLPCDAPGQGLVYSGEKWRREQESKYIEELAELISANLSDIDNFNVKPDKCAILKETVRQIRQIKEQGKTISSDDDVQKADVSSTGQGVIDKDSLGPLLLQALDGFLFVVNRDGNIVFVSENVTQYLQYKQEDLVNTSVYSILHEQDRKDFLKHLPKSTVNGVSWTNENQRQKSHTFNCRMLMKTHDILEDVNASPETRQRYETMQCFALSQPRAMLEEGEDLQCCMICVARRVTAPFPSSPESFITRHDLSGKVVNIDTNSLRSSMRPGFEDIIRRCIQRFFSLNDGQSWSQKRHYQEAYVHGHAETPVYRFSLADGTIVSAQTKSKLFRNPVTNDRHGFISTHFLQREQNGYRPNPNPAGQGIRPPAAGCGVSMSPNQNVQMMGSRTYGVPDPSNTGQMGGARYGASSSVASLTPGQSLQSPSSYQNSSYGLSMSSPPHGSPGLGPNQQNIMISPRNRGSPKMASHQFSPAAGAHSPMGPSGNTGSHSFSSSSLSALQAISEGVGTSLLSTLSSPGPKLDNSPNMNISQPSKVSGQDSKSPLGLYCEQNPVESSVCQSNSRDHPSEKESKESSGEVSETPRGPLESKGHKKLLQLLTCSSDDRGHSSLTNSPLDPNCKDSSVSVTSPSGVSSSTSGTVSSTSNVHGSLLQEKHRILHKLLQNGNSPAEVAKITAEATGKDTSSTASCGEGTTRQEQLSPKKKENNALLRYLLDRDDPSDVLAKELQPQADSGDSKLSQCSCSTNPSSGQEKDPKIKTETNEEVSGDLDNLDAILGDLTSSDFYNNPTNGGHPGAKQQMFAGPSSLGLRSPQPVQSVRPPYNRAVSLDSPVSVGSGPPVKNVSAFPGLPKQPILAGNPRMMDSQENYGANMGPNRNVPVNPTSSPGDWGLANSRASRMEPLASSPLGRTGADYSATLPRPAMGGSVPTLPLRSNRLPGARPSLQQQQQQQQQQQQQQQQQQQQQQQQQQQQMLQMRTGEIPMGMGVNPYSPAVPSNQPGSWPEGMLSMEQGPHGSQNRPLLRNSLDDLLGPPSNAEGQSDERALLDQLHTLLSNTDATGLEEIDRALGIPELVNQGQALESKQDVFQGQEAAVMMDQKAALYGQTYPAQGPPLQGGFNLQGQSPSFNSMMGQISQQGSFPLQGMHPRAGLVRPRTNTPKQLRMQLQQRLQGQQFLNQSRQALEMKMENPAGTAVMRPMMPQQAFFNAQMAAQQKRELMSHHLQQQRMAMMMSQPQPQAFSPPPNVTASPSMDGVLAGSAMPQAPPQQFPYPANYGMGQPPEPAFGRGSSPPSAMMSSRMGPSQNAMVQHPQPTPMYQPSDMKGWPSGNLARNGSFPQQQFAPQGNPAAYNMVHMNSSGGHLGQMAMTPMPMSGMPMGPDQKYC
# PfM18AAP inh: blocks P. falciparum M18 aspartyl aminopeptidase. recombinant PfM18AAP, H-Glu-NHMec fluorogenic cleavage. inhibition, % at 7.35 µM. 1.2% of 290,000 active. AID 1822;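 active means inhibition above the campaign mean inhibition over all tested compounds plus 3 SD, cut at about 28% in these data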;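 further: 0% = plate median of test compound wells and 100% = 2 mM ZnCl2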
# The depositor's hits bear a star; . = no result given; & = joins results of further samples.
entry	mol	GPR7 antagonist	IMP-1 inh	VIM-2 inh	IDE act	NALP1 inh
1	O=C(CNC(=O)c1cccs1)OCC(=O)c1ccc([N+](=O)[O-])cc1	-7.3	-1.7	-5.1	-15.2	7.0
2	Cc1nnn(-c2nonc2N)c1C(=O)NNC(=O)c1ccc(Cl)c(Cl)c1	-1.9	0.9	-2.6	4.0	2.0
3	CCN1CCN(CCCNC(=O)C2CCN(c3nnc(-n4c(C)ccc4C)s3)CC2)CC1	-4.8	-0.6	-1.1	1.3	15.4
4	CC(C)(C)c1csc(NC2=NS(=O)(=O)c3ccccc32)n1	-11.8	-2.4	-0.2	0.6	1.1
5	CC1CCC(NC(=O)CCn2ccc3cc(S(=O)(=O)N4CCCC4)ccc32)CC1 (stereo unspecified)	9.0	0.6	-0.8	5.1	17.1
6	Fc1cccc(CNc2ncnc3cc(Cl)ccc23)c1F	4.9	-2.4	-2.4	-5.2	12.7
7	CNC(=O)NC(=S)NC(=O)c1ccc(OC)cc1	-2.6	-3.8	0.8	1.5	7.3
8	COc1cc(C(=O)NCCC(C)C)c([N+](=O)[O-])cc1OC	-8.9	-1.0	0.6	0.0	9.7
9	Cc1ccc(S(=O)(=O)Cc2ccc(C(=O)N3CCN(c4cc(C)ccc4C)CC3)o2)cc1	-4.4	-5.8	-2.6	-0.6	14.5
10	Cc1cccc(N2CCN(C(=O)C3CCN(c4ncnc5c4nc4n5CCCCC4)CC3)CC2C)c1 (stereo unspecified)	0.0	-1.1	-0.2	-3.1	21.7
11	COc1ccc(-c2c(C)n([O-])c3c([n+]2=O)CCCC3)cc1	-3.7	-0.5	-0.2	3.8	2.6
12	CCOC(=O)C(=NCC1CCCO1)NNc1ccccc1Cl (stereo unspecified)	-9.6	0.5	1.5	4.4	.
13	COc1cccc(NC(=O)NNC(=O)CN2C(=O)COc3ccccc32)c1	-2.2	-4.0	-6.3	4.8	13.9
14	O=C(CSc1nc2ccsc2c(=O)n1CC1CCC(C(=O)O)CC1)NCCc1ccc(Cl)cc1 (stereo unspecified)	-12.9	-0.9	-3.3	2.9	-0.4
15	O=C1CC[C@H](O)CCN1[C@H](CSc1ccccc1)Cc1ccccc1	-5.9	-1.0	-2.0	2.5	-10.9

entry	PHOSPHO1 block	IDE inh	pCIP destab	PfM18AAP inh
1	15.8	2.9	-5.2	45.1*
2	6.6	3.4	-6.7	0.4
3	28.1	3.8	-3.3	2.1
4	14.4	1.7	6.9	4.2
5	45.9	-4.1	-0.1	-12.3
6	22.7	6.1	0.6	-1.8
7	5.7	0.9	-2.8	20.8
8	16.9	1.6	2.9	-1.7
9	7.6	4.5	7.5	4.4
10	-1.1	5.3	-4.2	-0.1
11	25.7	1.7	0.3	3.2
12	1.8	-1.3	-7.2	-5.8
13	22.4	-0.3	-6.9	2.5
14	22.5	-0.1	-8.5	-2.3
15	-24.2	3.2	-9.9	-4.2

# Other compounds follow:
entry	mol	GPR7 antagonist	IMP-1 inh	VIM-2 inh	IDE act	NALP1 inh
16	Oc1ccc(/C=N/N2CCOCC2)c(O)c1O	-2.8	-0.5	-3.2	-4.8	-20.4
17	Cc1cc(C)c(N2C(=O)CCCC2=O)c(Cl)c1	-8.9	-0.2	0.7	2.6	13.5
18	CCN1CCN(C(=S)NC(=O)c2cccs2)CC1	-10.8	-1.1	-0.6	4.7	-8.1
19	O=C(CCC(=O)Nc1ccc(Oc2ccccc2)cc1)NCCO	-3.2	-1.4	-0.5	-6.5	-8.0
20	COC(=O)N1C(=O)[C@@](c2ccccc2)(C(C)C)N1C(=O)OC	6.7	-4.2	-2.3	7.9	29.1
21	Cc1nnsc1C(=O)Nc1ccc(S(=O)(=O)N2CCC(C)CC2)cc1	22.2	0.3	-3.5	4.4	29.9
22	O=C(CCNC(=O)c1ccco1)Nc1ccc(F)c(Cl)c1	3.9	1.2	1.9	4.2	23.6
23	C=CCN(C(=O)c1csnn1)C(C(=O)NCc1ccc(F)cc1)c1ccc(F)cc1 (stereo unspecified)	-2.5	-5.3	-2.1	0.6	7.9
24	Cc1ccc(S(=O)(=O)N2CCN(C(=O)COC(=O)c3ccc(C(C)(C)C)cc3)CC2)c(C)c1	-22.5	-2.2	-0.3	2.6	9.2
25	COc1ccc(NC(=O)COC(=O)/C=C/c2ccc(OC)c(S(=O)(=O)N3CCOCC3)c2)cc1	17.7	-0.5	-2.2	-4.2	.
26	Cc1cc2nc(-c3ccc[nH]c3=O)n(Cc3ccccc3F)c2cc1C	3.0	-4.6	-4.6	-2.5	6.5
27	Cc1cc(C)n(-c2nc3ccccc3c(=O)n2OCc2ccc(Cl)cc2)n1	-9.5	-3.5	-3.1	1.2	6.3
28	CCn1nnnc1SCC(=O)Nc1cc(C)on1	-3.9	3.5	-2.6	4.5	-74.4
29	CCn1ncc([C@@H]2C[C@H]3CN(Cc4ccccc4C)C(=O)[C@]34CCCN24)c1C	12.9	-1.1	0.1	-4.2	5.8
30	CCCc1cc(=O)oc2cc(C)cc(OCC(=O)NCCCN3CCCC3=O)c12	-11.6	-2.6	-1.1	7.6	14.0

entry	PHOSPHO1 block	IDE inh	pCIP destab	PfM18AAP inh
16	-9.8	-0.5	-26.7	34.4*
17	34.0	-0.4	0.2	-2.1
18	36.2	-0.4	-6.9	-3.6
19	15.6	3.5	-3.8	-11.2
20	-5.6	0.3	0.3	-0.1
21	-63.1	1.1	-5.6	4.0
22	-14.2	-1.3	-2.1	-9.7
23	13.0	5.8	-4.3	-5.2
24	37.7	0.7	2.3	-1.7
25	4.1	6.2	-2.3	-2.1
26	.	.	0.5	-2.1
27	-1.6	-0.6	-5.3	2.1
28	6.3	-4.6	2.8	-2.6
29	35.3	-9.4	-10.9	-12.4
30	30.2	3.9	-3.8	0.6

# (next part)
entry	mol	GPR7 antagonist	IMP-1 inh	VIM-2 inh	IDE act	NALP1 inh
31	CCOc1ccc(NC(C(=O)Nc2cccc(C(C)=O)c2)c2ccccc2)cc1 (stereo unspecified)	-5.7	-1.5	-2.0	2.0	29.4
32	CC1Cc2cc(S(=O)(=O)N3CCN(c4ccccc4)CC3)ccc2N1C(=O)C1CC1 (stereo unspecified)	-1.9	-0.9	1.0	-1.2	24.3
33	c1ccc(CCCc2nc(-c3ccccn3)no2)cc1	-12.0	-5.8	-2.1	-0.1	11.4
34	CCOC(=O)C1=C(c2ccccc2)N2CCN=C2S1	-13.0	-1.6	-3.0	.	.
35	CCc1ccc(Oc2ncnc(N)c2[N+](=O)[O-])cc1	-9.6	-2.0	-2.9	2.6	-16.2
36	Clc1ccc2c(NCc3ccccn3)ccnc2c1	3.2	-3.9	-2.6	2.6	-10.6
37	COc1cc(C2C3=C(CC(c4ccco4)CC3=O)Nc3ccccc3N2C(C)=O)cc(OC)c1OC (stereo unspecified)	-10.3	-0.8	-0.7	6.5	16.1
38	CN1C(=O)C2(c3ccccc31)N(C)CC(c1ccccc1)C21SC(=S)N(Cc2ccco2)C1=O (stereo unspecified)	3.8	1.8	-0.5	3.9	11.2
39	COc1cc2nc(NC(=O)c3ccccc3)[nH]c(=O)c2cc1OC	-2.9	-6.3	-1.7	-0.1	-3.6
40	Cc1cccc(C(=O)NN(C)c2nc(-c3ccccc3)nnc2C(F)(F)F)c1	-4.8	-1.6	-4.0	7.8	-1.5
41	Cc1cc(C)c2c(-n3cccc3)c(C(=O)NNS(=O)(=O)c3ccc(Cl)cc3)sc2n1	-18.1	-1.6	-0.5	2.8	-4.7
42	O=C(COC(=O)c1cc(-c2cccs2)nn1-c1ccccc1)Nc1cc([N+](=O)[O-])ccc1Cl	-2.1	-2.6	-2.5	-1.0	14.2
43	O=C1[C@@H]2CSCN2C(=O)CN1Cc1ccc(F)cc1	-4.4	-2.0	-1.8	2.7	.
44	COc1ccc(NC(=O)CSc2nc3c(c(=O)n(C)c(=O)n3C)n2C)c(OC)c1	3.8	-0.4	-4.0	3.7	30.0
45	O=c1cc(O)nc(SCc2ccccc2)n1-c1ccccc1	0.2&12.2	1.9&0.7	2.9&2.8	-1.8&0.2	20.8&-6.0

entry	PHOSPHO1 block	IDE inh	pCIP destab	PfM18AAP inh
31	-4.5	0.0	-4.0	-6.0
32	24.0	-0.4	-8.5	-17.2
33	10.6	1.3	-2.2	3.4
34	.	.	.	32.4*
35	29.9	8.1	-13.3	4.3
36	32.6	2.8	-9.7	1.1
37	24.5	2.9	-2.5	13.8
38	20.2	2.1	-5.7	9.8
39	-35.6	9.9	-5.6	3.2
40	42.0	4.1	-9.3	2.5
41	19.4	-2.9	-1.3	9.5
42	1.4	-0.1	-15.0	-3.3
43	15.8	11.5	5.7	3.0
44	23.7	6.0	-19.2	3.8
45	3.4&30.6	-3.4&-2.3	-7.9&-10.6	-13.0&-17.6

# Later entries
entry	mol	GPR7 antagonist	IMP-1 inh	VIM-2 inh	IDE act	NALP1 inh
46	CC(C)N(CCNS(=O)(=O)c1ccc(Cl)cc1)C(C)C	-1.7	-2.9	-1.8	-2.0	9.0
47	O=C(NCc1ccccc1)C(=O)Nc1nccs1	8.1	-1.2	1.8	6.0	12.9
48	Cc1cccc(Nc2nc(N)nc(CN3CCN(c4ccc(F)cc4)CC3)n2)c1	-7.0	-4.2	-4.3	0.6	-15.0
49	CN1CCN(c2ccc(NC(=O)CSc3nnnn3-c3ccccc3Cl)cc2)CC1	7.6	0.1	4.7	9.2	33.8
50	COc1ccc(OCCSc2nnc(C)n2-c2ccccc2)cc1	10.4	-0.8	-1.8	0.4	0.3
51	COc1ccccc1NC(=O)c1ccc2nc(C)sc2c1	-1.5	-1.6	-0.5	-1.9	5.6
52	N=c1oc2ccc(Br)cc2cc1C(=O)NC1CCCCCC1	-11.2	-2.1	-2.7	2.0	0.2
53	Cc1cccc(C(C)C)c1NC(=O)c1ccc(COc2ccc3c(C)cc(=O)oc3c2)cc1	-11.7	-3.2	-1.3	-1.4	18.2
54	S=C(Nc1ccccc1Cl)N(CCN1CCCCC1)Cc1ccco1	2.8	-3.6	-4.1	5.9	28.5
55	Cc1cc(NC(=O)CN2CCc3ccccc3C2)nc2c1c(=O)oc1ccccc12	-23.5	-0.2	-1.9	2.3	8.0

entry	PHOSPHO1 block	IDE inh	pCIP destab	PfM18AAP inh
46	8.6	2.7	-1.9	5.4
47	23.8	0.1	-1.0	1.7
48	16.3	5.0	-3.6	2.2
49	18.4	-1.8	-8.2	7.3
50	3.4	-0.3	-14.9	-2.7
51	14.1	4.8	-10.6	-6.3
52	-31.2	0.0	-15.6	4.2
53	-13.9	1.4	-22.8	3.4
54	2.4	4.8	1.5	0.8
55	47.7	0.5	-11.5	3.0

# Another view of part of the listing above:
no. | GPR7 antagonist | IMP-1 inh | VIM-2 inh | IDE act | NALP1 inh | PHOSPHO1 block | IDE inh | pCIP destab | PfM18AAP inh | mol
51 | -1.5 | -1.6 | -0.5 | -1.9 | 5.6 | 14.1 | 4.8 | -10.6 | -6.3 | COc1ccccc1NC(=O)c1ccc2nc(C)sc2c1
52 | -11.2 | -2.1 | -2.7 | 2.0 | 0.2 | -31.2 | 0.0 | -15.6 | 4.2 | N=c1oc2ccc(Br)cc2cc1C(=O)NC1CCCCCC1
53 | -11.7 | -3.2 | -1.3 | -1.4 | 18.2 | -13.9 | 1.4 | -22.8 | 3.4 | Cc1cccc(C(C)C)c1NC(=O)c1ccc(COc2ccc3c(C)cc(=O)oc3c2)cc1
54 | 2.8 | -3.6 | -4.1 | 5.9 | 28.5 | 2.4 | 4.8 | 1.5 | 0.8 | S=C(Nc1ccccc1Cl)N(CCN1CCCCC1)Cc1ccco1
